Neddyl block = inhibitors of cullin neddylation, primary screen, biochemical, TR-FRET, uHTS, NAE and Ubc12. NEDD8-conjugating enzyme Ubc12 (Homo sapiens) + NEDD8-activating enzyme E1 regulatory …. calls only at 25 µM. 360,000 compounds, 0.58% hits. AID 651699, 2012; in the data active = inhibition above about 36%
eLon inh = inhibitors of E. coli Lon protease, primary screen, biochemical, fluorescence polarization; inhibition, % at 7.94 µM; P0A9M0; 360,000 compounds, 0.42% hits; purified E. coli Lon protease; in the data active = inhibition above about 13%, passing the limit was not always enough;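 note: 0% = enzyme with probe and DMSO and 100% = no enzyme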
Target sequence (P0A9M0 whole entry, looked up): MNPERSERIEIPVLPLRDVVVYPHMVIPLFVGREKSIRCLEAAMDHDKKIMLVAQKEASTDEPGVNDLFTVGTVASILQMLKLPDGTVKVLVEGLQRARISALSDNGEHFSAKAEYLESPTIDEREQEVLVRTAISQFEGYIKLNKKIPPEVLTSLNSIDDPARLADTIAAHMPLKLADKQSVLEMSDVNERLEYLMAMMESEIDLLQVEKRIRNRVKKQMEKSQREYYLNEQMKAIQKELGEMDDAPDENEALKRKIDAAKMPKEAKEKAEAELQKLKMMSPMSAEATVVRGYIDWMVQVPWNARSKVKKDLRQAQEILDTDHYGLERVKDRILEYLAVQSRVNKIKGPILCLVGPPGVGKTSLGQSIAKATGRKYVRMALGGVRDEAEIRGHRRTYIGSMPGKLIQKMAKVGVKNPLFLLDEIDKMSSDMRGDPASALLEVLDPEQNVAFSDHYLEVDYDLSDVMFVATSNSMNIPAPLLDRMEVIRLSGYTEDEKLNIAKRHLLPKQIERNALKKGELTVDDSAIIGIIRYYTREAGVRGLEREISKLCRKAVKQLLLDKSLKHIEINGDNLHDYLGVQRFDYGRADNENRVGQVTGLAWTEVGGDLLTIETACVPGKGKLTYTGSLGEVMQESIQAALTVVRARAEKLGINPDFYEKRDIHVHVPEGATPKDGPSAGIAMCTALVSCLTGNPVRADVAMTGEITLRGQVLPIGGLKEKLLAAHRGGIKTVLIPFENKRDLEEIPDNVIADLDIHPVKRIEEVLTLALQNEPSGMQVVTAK
MsrA inhibitor = bovine MsrA enzyme inhibitors, primary screen, biochemical, absorbance, HTS | purified bovine MsrA, absorbance read-out | 360,000 compounds, 0.75% hits | Methionine sulfoxide reductase A (Bos taurus) | inhibition, % at 15.5 µM | AID 651718, 2012; in the data active = inhibition above about 4.5%;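 note: 0% = vehicle wells with enzyme and 100% = reference inhibitor wells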
Rin1 Abl inh = inhibitors of Rin1-Abl protein binding, primary screen, biochemical, TR-FRET. Tyrosine-protein kinase ABL1 (Homo sapiens) + Ras and Rab interactor 1 (Homo sapiens), …. inhibition, % at 7.35 µM. 360,000 compounds, 0.4% hits; in the data active = inhibition above about 5%, passing the limit was not always enough
MsrA act = bovine MsrA enzyme activators, primary screen, biochemical, absorbance, HTS. Methionine sulfoxide reductase A (Bos taurus). purified bovine MsrA, absorbance read-out. activation, % at 10.6 µM. 360,000 compounds, 0.3% hits; in the data active = activation above about 7.5%;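 note: 0% = vehicle and 100% = reference activator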
Tb MetRS inh = T. brucei MetRS inhibitors, primary screen, biochemical, luminescence; 360,000 compounds, 0.4% hits; purified T. brucei MetRS, ATP depletion, Kinase-Glo luminescence; inhibition, % at 11.9 µM;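 active = inhibition above a per-plate cutoff of the control wells' mean inhibition plus 3 SD, cut at about 5.5% in these data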;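 note: 0% = DMSO wells median and 100% = median of wells with control inhibitor compound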
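assay system = parasite MetRS enzyme | timing = 15 min preincubation, 2 h reaction, all 25 °C | evaluation = percent inhibition relative to median high and low control wells | medium = HEPES buffer containing pyrophosphatase, BSA, spermine, DTT | compound = single dose, 11.9 µM final nominal, 0.9% final DMSO | detection = Kinase-Glo luminescence, ATP depletion format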
MLLE-PAM2 inh = inhibitors of PABP1 MLLE–PAM2 peptide binding, primary screen, biochemical, fluorescence polarization, FITC-PAM2, GST-MLLE; Polyadenylate-binding protein 1 (Homo sapiens), P11940; inhibition, % at 20 µM; 360,000 compounds, 0.36% hits; AID 588489, 2011; in the data active = inhibition above about 35%, passing the limit was not always enough;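 note: plate controls were DMSO wells with GST-MLLE for no effect and wells lacking GST-MLLE protein for full effect; some results filed as inactive read as strong as hits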
CSN inh = inhibitors of CSN-mediated cullin deneddylation, primary screen, biochemical, fluorescence polarization, uHTS; Purified CSN, SCF-Nedd8-OG deneddylation; 360,000 compounds, 0.38% hits; inhibition, % at 12.5 µM;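 active = pattern-corrected inhibition above about 35%, with an unprinted fluorescence ratio check between 0.5 and 1.5, limit read from the data, passing the limit was not always enough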;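 note: 0% = enzyme with substrate and 100% = substrate without enzyme; some results filed as inactive read as strong as hits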
Target sequence (Q92905 whole entry, looked up, one chain of several): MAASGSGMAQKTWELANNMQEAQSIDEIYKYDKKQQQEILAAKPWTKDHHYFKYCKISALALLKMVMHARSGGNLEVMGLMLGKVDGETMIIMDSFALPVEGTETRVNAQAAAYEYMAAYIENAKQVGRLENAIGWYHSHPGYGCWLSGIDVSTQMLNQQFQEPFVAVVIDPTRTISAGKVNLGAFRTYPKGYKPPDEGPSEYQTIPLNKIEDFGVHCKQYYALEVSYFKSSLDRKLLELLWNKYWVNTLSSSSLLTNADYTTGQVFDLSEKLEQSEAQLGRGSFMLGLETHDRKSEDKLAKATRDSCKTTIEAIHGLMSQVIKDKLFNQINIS
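Assay system: purified human Csn5 enzyme expressed in HEK293T cells; Input: 0.24 nM Csn5 enzyme, final concentration; Reagent: 10 nM SCFSkp2-Nedd8OG; Compound dosing: 12.5 µM single point; Times: reaction 90 min, room temperature; Technique: fluorescence polarization readout.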
FAS TE block = FAS thioesterase domain inhibitors, primary screen, biochemical, fluorescence intensity, uHTS | recombinant FAS-TE, OMFH fluorogenic substrate, fluorescence endpoint | inhibition, % at 15 µM | 360,000 compounds, 0.67% hits | AID 602261, 2012;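 active = compounds whose normalised, plate-corrected inhibition of enzyme fluorescence in the single-dose primary screen is 50% or more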;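 note: 0% = DMSO with enzyme and 100% = substrate without enzyme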
An asterisk follows results filed as active; i = inactive; / = no result given.

(1) O=C(CCCc1ccccc1)NCCC1=CCCCC1
(2) Cc1sc(NC(=O)c2cccs2)c(C(N)=O)c1C
(3) CC(NC(=O)c1cccnc1)c1ccc2c(c1)OCO2 (stereo not drawn)
(4) Cc1nn(-c2nc3ccccc3s2)c(C)c1Oc1ccccc1O
(5) O=C1N/C(=N/O)S/C1=C\c1ccccc1-n1cccn1
(6) O=C(O)/C=C/c1cnc2ccccc2c1
(7) O=C1NC2(CCCCCC2)C(=O)N1Cc1cccc(Cl)c1
(8) Cc1ccc(C(=O)Nc2ccc(F)cc2)cc1NC1=NC2CS(=O)(=O)CC2S1 (stereo not drawn)
(9) CCOc1ccc(C2C(C(=O)c3ccco3)=C(O)C(=O)N2CCCn2ccnc2)cc1OCC (stereo not drawn)
(10) COc1ccc(-c2cc3c(=O)n(CC(=O)NCc4ccc(Cl)cc4)ncn3n2)cc1

compound no.	1	2	3	4	5	6	7	8	9	10
Neddyl block	i	i	i	i	i	i	i	i	i	i
eLon inh	0	-5	-6	8	-2	4	3	-5	-10	5
MsrA inhibitor	1.3	2.2	-0.1	/	4.7*	2.0	2.0	0.2	1.1	-0.3
Rin1 Abl inh	2	0	-3	-4	-1	2	-4	0	-2	1
MsrA act	8.5*	3	-10	-1	-5	-2	-3	0	-2	-7
Tb MetRS inh	0.1	-1.3	-0.6	-0.3	-0.2	-0.4	-0.7	0.9	0.0	-0.5
MLLE-PAM2 inh	-1	24	-7	3	-16	14	-8	-80	6	-7
CSN inh	-16	3	0	7	0	-9	-6	-4	5	-2
FAS TE block	3	-2	-8	30	-3	-4	8	-6	-6	-4

(11) Cc1ccc(NCC(=O)N/N=C/c2ccc(OC(=O)c3ccco3)cc2)cc1
(12) COc1ccc(OC)c(C2c3c(oc4ccccc4c3=O)C(=O)N2CCCN(C)C)c1 (stereo not drawn)
(13) COc1ccc(-n2c(Cc3cccn3C)nnc2SCC(=O)NCCc2ccccc2)cc1
(14) O=C(NCCCn1ccnc1)c1cc2c(s1)CCCCC2
(15) CCOc1ccc(S(=O)(=O)Nc2ccc(C(=O)NCC(c3ccccc3)N(C)C)cc2)cc1 (stereo not drawn)
(16) CC(C)(C)NC(=O)CN(Cc1ccc2c(c1)OCO2)C(=O)CCC(=O)Nc1nccs1
(17) COc1cccc(NS(=O)(=O)c2ccc3c(c2)C2C=CCC2C(c2ccc(C(=O)O)cc2)N3)c1 (stereo not drawn)
(18) Cc1ccc(S(=O)(=O)N2CCCCC2CCNC(=O)C(=O)NC2CC2)cc1 (stereo not drawn)
(19) C=CCn1c(CCc2ccc(OC(C)C)cc2)n[nH]c1=S
(20) O=C(CN1CCc2ccccc2C1)Nc1ccc(OC(F)(F)F)cc1

compound no.	11	12	13	14	15	16	17	18	19	20
Neddyl block	i	i	i	i	i	i	i	i	i	i
eLon inh	-1	-4	-2	-6	-7	-14	5	11	-10	10
MsrA inhibitor	0.0	0.0	0.4	0.2	-0.6	1.4	0.6	-0.1	0.4	-0.4
Rin1 Abl inh	-5	2	0	1	3	2	12*	-2	-1	-1
MsrA act	5	5	-13	-2	-3	-2	-6	-2	-4	-8
Tb MetRS inh	-0.6	-0.8	-0.9	-0.2	-0.3	-0.3	1.2	-0.2	2.4	-1.6
MLLE-PAM2 inh	1	7	-7	3	0	5	-14	7	-23	0
CSN inh	3	2	2	-1	0	-2	24	1	-6	0
FAS TE block	6	-4	-2	-7	0	-2	10	-4	-5	17

(21) Cc1c(C(=O)N2CCCCC2)c(S(=O)(=O)Nc2cccc(Br)c2)c(C)n1C
(22) O=C(Nc1nc2ccc([N+](=O)[O-])cc2s1)C1CCCO1 (stereo not drawn)
(23) CCCCOc1ccc(-c2nnc(-c3ccco3)o2)cc1
(24) NC(Cc1ccc(Cl)cc1)c1csc(Nc2nccc(C(F)(F)F)n2)n1 (stereo not drawn)
(25) O=C(C1=COCCO1)N1CCN(S(=O)(=O)c2cccc(Cl)c2Cl)CC1
(26) ClCCn1cnc2c(SCc3ccccc3)ncnc21
(27) COCCCNC(=S)NNC(=S)Nc1ccccc1
(28) CN(C)CCCOC(=O)c1cc2ccccc2o1
(29) COc1ccc(C(=O)Nc2ccc(Cl)c(S(=O)(=O)Nc3ccccc3OC)c2)cc1
(30) N#C/C(=N\Nc1ccc(F)cc1)C(=N)N1CCCCCC1

compound no.	21	22	23	24	25	26	27	28	29	30
Neddyl block	i	i	/	i	i	i	i	i	i	i
eLon inh	0	-13	-6	-9	4	1	-1	-4	-5	0
MsrA inhibitor	0.6	3.1	-0.7	0.3	0.8	-0.3	0.8	0.6	-0.2	2.4
Rin1 Abl inh	-1	-1	-2	2	0	1	-2	-4	1	0
MsrA act	0	-8	-3	3	1	-3	-4	-2	-3	-2
Tb MetRS inh	0.5	-0.5	0.0	-0.4	1.1	0.0	-0.6	-0.7	0.3	-0.1
MLLE-PAM2 inh	14	15	3	-8	-38	10	30	3	9	8
CSN inh	-4	-1	3	1	-8	2	7	-7	-2	-3
FAS TE block	4	6	6	-20	4	-17	0	-5	26	-4

Filtered by structure: the entries above containing a COOH group (2)
(6) O=C(O)/C=C/c1cnc2ccccc2c1
(17) COc1cccc(NS(=O)(=O)c2ccc3c(c2)C2C=CCC2C(c2ccc(C(=O)O)cc2)N3)c1 (stereo not drawn)

compound no.	6	17
Neddyl block	i	i
eLon inh	4	5
MsrA inhibitor	2.0	0.6
Rin1 Abl inh	2	12*
MsrA act	-2	-6
Tb MetRS inh	-0.4	1.2
MLLE-PAM2 inh	14	-14
CSN inh	-9	24
FAS TE block	-4	10

Other compounds:
(31) O=S(=O)(Cc1cc(N2CCOCC2)nc(-c2ccccn2)n1)c1ccccc1
(32) O=C(Cc1cc(=O)oc2cc(O)ccc12)N[C@@H](Cc1c[nH]c2ccccc12)C(=O)O
(33) COc1ccc2ccccc2c1CN(C)Cc1ccccc1
(34) Cc1nc(Oc2ccccc2)c2oc3ccccc3c2n1
(35) NS(=O)(=O)c1ccc(CCNC(=O)C(=O)Nc2cc3c4c(c2)CC(=O)N4CCC3)cc1
(36) COc1cc2c(cc1OC)CN(C(=O)Cc1ccccc1)CC2
(37) COc1ccc(CNC(=O)CCS(=O)(=O)c2ccc3c(c2)CCN3C(C)=O)cc1
(38) Cc1ccc(C(=O)NCc2ccco2)o1
(39) Cc1oc(-c2ccccc2Cl)nc1Cn1cccc1C1=NC(c2ccccc2)CO1 (stereo not drawn)
(40) Cc1ccc(C2=NN(C)c3nc4ccccc4n3C2)cc1

compound no.	31	32	33	34	35	36	37	38	39	40
Neddyl block	i	/	i	i	i	i	i	i	i	/
eLon inh	-9	1	4	-11	-14	3	-2	2	5	-7
MsrA inhibitor	-0.3	4.3	1.6	0.3	2.6	0.3	-0.1	-0.7	-0.8	0.6
Rin1 Abl inh	6	-4	-4	0	-1	2	0	-2	-6	-2
MsrA act	-5	-3	-8	-1	-1	-1	3	-4	-1	-1
Tb MetRS inh	-0.6	-0.4	-1.2	0.3	-0.3	-0.8	0.2	-0.3	0.3	-0.7
MLLE-PAM2 inh	-9	-17	-2	1	-5	-2	-3	3	5	-3
CSN inh	2	-1	1	8	3	-3	0	7	4	-5
FAS TE block	-8	0	2	15	-3	-4	-6	-2	23	-2

(41) O=C1NC(=O)C(Cc2c[nH]c3ccccc23)N1 (stereo not drawn)
(42) OC(c1cccnc1)c1nc(-c2cccc(F)c2)cs1 (stereo not drawn)
(43) Cc1cc(C)c(S(=O)(=O)NC(CC(=O)O)c2cccc([N+](=O)[O-])c2)c(C)c1 (stereo not drawn)
(44) Cc1cc([N+](=O)[O-])nn1CC(=O)N/N=C/c1ccccc1Br
(45) N/C(=N\OC(=O)c1ccc(Cl)cc1)c1ccc(Cl)cc1
(46) Cc1ccc2c3c(c(SCC(=O)Nc4nonc4C)nc2c1)CCCC3
(47) COc1ccc(NC(=O)c2cccnc2Sc2ccccc2)c(OC)c1
(48) CCOC(=O)CNC(=O)Cn1cnc2sc(C)c(S(=O)(=O)N3CCC(C)CC3)c2c1=O
(49) CCOC(=O)C1(CCOc2ccccc2)CCN(CC=C(C)C)CC1
(50) CN(Cc1nc(-c2ccncc2)no1)S(=O)(=O)c1ccc(Br)cc1

compound no.	41	42	43	44	45	46	47	48	49	50
Neddyl block	i	i	i	i	i	i	i	i	i	i
eLon inh	-1	-13	-2	1	-3	-3	3	-7	-1	-3
MsrA inhibitor	0.0	0.2	0.0	2.3	-0.2	0.6	0.5	0.5	-0.5	-0.2
Rin1 Abl inh	2	-7	2	-1	-1	-1	-4	1	0	-1
MsrA act	-4	-1	-8	-5	-3	-3	4	-2	0	-1
Tb MetRS inh	0.0	0.0	0.2	0.4	-0.7	0.1	-0.3	-0.7	0.0	0.0
MLLE-PAM2 inh	1	6	-10	-4	5	4	-5	3	2	14
CSN inh	1	4	-16	1	3	4	3	1	0	-2
FAS TE block	-5	-4	-4	63*	-6	4	1	-5	-3	2

(51) COc1ccc(NC(=O)c2c(N)no[n+]2[O-])c(OC)c1
(52) COc1ccc(-c2cc(C(=O)NCc3ccc(Cl)cc3)no2)cc1OC
(53) CCN1CCn2c1nc(N1CCOCC1)nc2=O
(54) COc1ccc(C(=O)NNC(=O)COc2ccc(Cl)cc2)c(OC)c1
(55) CCOc1ccc(CSC2=NCCN2)cc1[N+](=O)[O-]
(56) Cc1nn(CC(=O)Nc2ccc(Cl)cn2)c(C)c1[N+](=O)[O-]
(57) Cc1cccc(-c2cccc(NC(=O)C3CCCN(C(=O)c4cccnc4)C3)c2)c1 (stereo not drawn)
(58) CCOC(=O)C1CCCN(c2c(NCc3ccco3)c(=O)c2=O)C1 (stereo not drawn)

compound no.	51	52	53	54	55	56	57	58
Neddyl block	i	i	i	i	i	i	i	i
eLon inh	6	-4	1	10	5	6	-4	-7
MsrA inhibitor	-0.4	0.5	-0.7	-0.1	-1.4	0.3	0.3	-0.8
Rin1 Abl inh	-3	1	4	0	2	0	0	-1
MsrA act	-4	-14	2	-7	-8	-3	-2	-10
Tb MetRS inh	-0.6	-0.9	-0.2	-0.6	-0.7	-2.1	-0.5	0.9
MLLE-PAM2 inh	1	7	-2	7	-21	4	-5	7
CSN inh	-6	1	6	5	-5	7	3	-2
FAS TE block	-4	-1	-7	-1	-13	-4	-6	-10

4 compounds already listed, ordered by formula weight, high to low.
(57) Cc1cccc(-c2cccc(NC(=O)C3CCCN(C(=O)c4cccnc4)C3)c2)c1 (stereo not drawn)
(58) CCOC(=O)C1CCCN(c2c(NCc3ccco3)c(=O)c2=O)C1 (stereo not drawn)
(55) CCOc1ccc(CSC2=NCCN2)cc1[N+](=O)[O-]
(51) COc1ccc(NC(=O)c2c(N)no[n+]2[O-])c(OC)c1

compound no.	57	58	55	51
Neddyl block	i	i	i	i
eLon inh	-4	-7	5	6
MsrA inhibitor	0.3	-0.8	-1.4	-0.4
Rin1 Abl inh	0	-1	2	-3
MsrA act	-2	-10	-8	-4
Tb MetRS inh	-0.5	0.9	-0.7	-0.6
MLLE-PAM2 inh	-5	7	-21	1
CSN inh	3	-2	-5	-6
FAS TE block	-6	-10	-13	-4

Screening results: PubChem, several laboratories
